# Screens as filed in PubChem.
# STEP block: blocks human striatal-enriched tyrosine phosphatase; recombinant STEP, OMFP fluorogenic substrate, fluorescence; P54829; 0.25% of 360,000 active; inhibition, % at 20 µM;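 active = inhibition at 20 µM, scaled per plate between control wells, above about 37%, limit read from the data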;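 note: 0% = DMSO with enzyme and substrate and 100% = substrate only without enzyme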
#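 Material: STEP (striatal-enriched tyrosine phosphatase) enzyme, cell-free; Compound dosing: 20 µM single dose in 1% DMSO; Technique: fluorescence read at 480 nm ex / 540 nm em; Times: reaction 20 min, ambient temperature; Medium: 50 mM Bis-Tris pH 6.0 with 2.5 mM DTT and 0.005% Tween 20; Also added: OMFP at 25 µM.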
# SKN-1 inh: blocks SKN-1 activity in C. elegans. 0.49% of 360,000 active. C. elegans VP596 Pgst-4::GFP/RFP ratio, acrylamide-induced, 24 h. inhibition, % at 21.8 µM;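 active = interference check ratio from 0.5 to 1.5 plus GFP to RFP signal ratio inhibition reaching or exceeding a fixed threshold, cut at about 30% in these data, passing the limit was not always enough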; note: some compounds called inactive have numbers as strong as hits
# NRP1-CendR mod: modulators of CendR peptide binding to human neuropilin-1 | FAM-RPARPAR peptide binding to NRP-1, fluorescence polarization | inhibition, % at 25 µM | 0.85% of 360,000 active | AID 602438;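 active = inhibition or corrected inhibition above about 18%, plus a signal ratio from 0.5 to 1.5, limit read from the data, passing the limit was not always enough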; note: strong numbers were not always called active
# LMPTP block: LMPTP (human) inhibition; recombinant LMPTP-A, OMFP fluorogenic substrate, fluorescence intensity; inhibition, % at 20 µM; 0.22% of 360,000 active;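 active = compounds that cut the enzyme signal by at least half of the control window in the single-dose screen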;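 note: plate controls were DMSO wells with enzyme plus substrate for no effect and substrate without enzyme for full effect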
#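 Test system: LMPTP-A phosphatase enzyme; input: 0.625 nM LMPTP-A final; reagent: OMFP substrate, 400 µM final; compound dosing: 20 µM single dose, 3% DMSO; incubation: 50 min dark incubation at room temperature; measured by: endpoint fluorescence intensity from OMFP dephosphorylation; measure: % inhibition relative to no-enzyme and uninhibited control wells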
# SUMO1 PPI mod: SUMO1-SIM interaction modulation; AID 602429; SUMO1 binding to a labelled peptide, TR-FRET, 1 h; P63165; 0.33% of 360,000 active; inhibition, % at 20 µM; in the data active = inhibition above about 37%
# MT1-MMP act inh: inhibitors of human MT1-MMP activation. HT1080 RFP-PRO-GFP cells, GFP/RFP ratio fluorescence, overnight; percent of plate control window, DMSO zero. GFP/RFP ratio change, % at 20 µM. 0.061% of 360,000 active;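 active = GFP/RFP ratio change of at least 30% with cell ATP level not reduced by more than half and red fluorescence within 50% of control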; note: strong numbers were not always called active
#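 Material – HT1080 RFP-PRO-GFP cells · Control set – DMSO wells and RFP-L50D-GFP cells · Incubation – overnight cell settling, then overnight compound exposure, 37 °C, 5% CO2 · Compound dosing – single-point 20 µM compound, 1% DMSO · Read-out – GFP/RFP fluorescence ratio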
# DNMT1 inh: blocks human DNA methyltransferase DNMT1; inhibition (reported as % activation of signal), % at 10 µM; P26358; DNMT1 molecular beacon, Hinp1I cleavage, fluorescence; 0.83% of 360,000 active; in the data active = inhibition above about 50%
# Target sequence (P26358 504-1616 limits assumed): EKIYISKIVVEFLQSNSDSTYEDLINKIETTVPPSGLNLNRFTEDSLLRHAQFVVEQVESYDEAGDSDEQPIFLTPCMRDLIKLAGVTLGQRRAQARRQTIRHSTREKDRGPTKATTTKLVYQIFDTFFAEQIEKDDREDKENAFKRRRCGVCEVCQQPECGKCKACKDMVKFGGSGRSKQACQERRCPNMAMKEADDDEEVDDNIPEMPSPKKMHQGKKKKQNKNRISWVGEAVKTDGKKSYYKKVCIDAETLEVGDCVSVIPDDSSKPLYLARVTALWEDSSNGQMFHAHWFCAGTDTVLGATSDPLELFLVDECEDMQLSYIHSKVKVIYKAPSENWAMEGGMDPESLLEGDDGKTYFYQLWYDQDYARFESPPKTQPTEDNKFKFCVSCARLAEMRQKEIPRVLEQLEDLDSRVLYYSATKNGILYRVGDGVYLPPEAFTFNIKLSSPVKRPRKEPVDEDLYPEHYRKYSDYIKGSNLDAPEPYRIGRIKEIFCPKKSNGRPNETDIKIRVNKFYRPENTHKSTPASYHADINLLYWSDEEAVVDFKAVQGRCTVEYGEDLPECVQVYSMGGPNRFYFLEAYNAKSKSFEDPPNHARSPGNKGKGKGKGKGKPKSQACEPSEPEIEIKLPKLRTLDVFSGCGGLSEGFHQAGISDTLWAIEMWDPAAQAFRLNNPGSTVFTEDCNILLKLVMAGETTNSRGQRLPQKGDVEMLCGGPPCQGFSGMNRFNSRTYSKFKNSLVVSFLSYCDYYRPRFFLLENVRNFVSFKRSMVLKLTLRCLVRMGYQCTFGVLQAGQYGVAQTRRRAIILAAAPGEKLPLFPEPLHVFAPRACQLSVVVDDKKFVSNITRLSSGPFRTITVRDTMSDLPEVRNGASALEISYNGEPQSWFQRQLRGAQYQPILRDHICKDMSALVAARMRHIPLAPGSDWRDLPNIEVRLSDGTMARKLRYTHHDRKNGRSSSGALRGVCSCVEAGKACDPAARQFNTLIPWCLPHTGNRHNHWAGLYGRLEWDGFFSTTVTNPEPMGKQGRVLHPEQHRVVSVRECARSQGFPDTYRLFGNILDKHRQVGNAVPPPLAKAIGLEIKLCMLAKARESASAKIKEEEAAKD
# Rpn11 block: Rpn11 (human) deubiquitinase inhibition | O00487 | human 26S proteasome, Ub4-pepOG fluorescence polarization; 20S core pre-blocked with epoxomicin | calls only at 20 µM | 0.59% of 360,000 active | AID 588493;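 active = inhibition at 20 µM, scaled to each plate's controls, above about 33%, limit read from the data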
# NadD block: inhibitors of Staphylococcus aureus NadD; purified NadD enzyme, colorimetric absorbance read-out; inhibition, % at 20 µM; 0.78% of 360,000 active; in the data active = inhibition above about 26%; note: some compounds past the cut are filed as inactive
# Scp-1 inhibitor: blocks human Scp-1 phosphatase activity; inhibition, % at 20 µM; 0.88% of 340,000 active; Recombinant Scp1, phosphopeptide, malachite green phosphate absorbance; Q9GZU7;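 active = inhibition above about 50% at 20 µM, limit read from the data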;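 note: plate controls were DMSO wells with enzyme for no effect and wells lacking enzyme for full effect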
#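 Test system: SCP-1 phosphatase catalytic domain, residues 76-261; measured by: colorimetric phosphate reagent with accelerator and stabiliser, absorbance at 630 nm; timing: enzyme reaction 45 min at room temperature, colour 5 min, stabilisation 30 min; also added: Phosphorylated 17-residue peptide substrate; compound dosing: one concentration, 20 µM, with 1.0% DMSO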
# * marks the source's active call; other numbers are inactive results; i = inactive; · = not tested or not shown; + = active, no number.
SMILES,STEP block,SKN-1 inh,NRP1-CendR mod,LMPTP block,SUMO1 PPI mod,MT1-MMP act inh,DNMT1 inh,Rpn11 block,NadD block,Scp-1 inhibitor
Cc1ccccc1-n1nnnc1SCCCC(=O)c1ccc(F)cc1,0,9,-12,1.4,-1,8,-5,i,-5,-12
CCOC(=O)c1sc(-c2cccc([N+](=O)[O-])c2)cc1N,1,-11,-14,1.1,-11,-2,-10,i,5,-3
CC(C)c1ccc(NC(=O)C(c2ccc3c(c2)OCO3)N2CCC3(CC2)OCCO3)cc1 (stereo not drawn),-2,-8,14,2.5,-5,-2,-3,i,5,6
CCOc1ccc(N(CC(=O)NC2CCCCC2)C(=O)CCC(=O)Nc2nc(C)cs2)cc1,4,-3,3,-0.1,8,-7,2,+,4,-3
Nc1nnc2c(n1)CCCC2,5,24,15,2.5,3,0,-3,i,5,-11
CCc1ccc(OCC(=O)NC(=S)Nc2cccc(CO)c2)c(Br)c1,1,5,5,1.0,0,0,-5,i,-6,-9
O=C(Nc1cccc(S(=O)(=O)NC2=NCCC2)c1)c1ccccc1OC(F)F,1,8,4,-0.5,1,-3,3,i,1,5
CCN(CC)C(C(=O)Nc1ccc(C(C)C)cc1)c1ccc2c(c1)OCO2 (stereo not drawn),-3,31,1,-3.4,-4,-2,-1,i,2,-5
Cc1cccc(/C=C2\Sc3ccc(C(=O)N4CCC(C(N)=O)CC4)cc3N(C)C2=O)c1,-10,2,0,-1.0,-20,-2,-2,i,-2,-4
CC(C)C(NC(=O)CCNC(=O)c1ccccc1Cl)c1nc2ccccc2[nH]1 (stereo not drawn),0,3,8,-0.7,-4,-8,3,i,4,-10
COCCN1Cc2cccc(C(=O)Nc3ccc4c(c3)OCCO4)c2C1=O,1,5,-1,0.2,6,0,-1,i,-5,-16
C=CCn1c(SCC(=O)NC2CCCC2)nnc1-c1cccnc1,-2,16,12,-1.3,-4,5,1,i,4,-6
Cc1ccc2c(C)c(C(=O)N(Cc3ccc(F)cc3)C3CCS(=O)(=O)C3)oc2c1 (stereo not drawn),2,-2,0,0.6,4,-5,-2,i,-9,-2
O=C(NS(=O)(=O)N1CCOCC1)C1=C(N2CCCC2)COC1=O,-2,15,6,-1.6,3,3,5,i,0,-3
Cc1cccc(NC(=O)CSc2nc3ccc(N4C(=O)c5ccccc5C4=O)cc3s2)c1C,-1,-12,-3,0.8,1,7,17,i,13,-2
COc1ccc(F)cc1C(=O)C1CCCN(C(=O)c2cccc(N(C)C)c2)C1 (stereo not drawn),1,7,-3,1.0,-4,1,-2,i,-1,-5
CC(C)(C)OC(=O)N1Cc2ccccc2C[C@H]1C(=O)NCC(=O)NC1CCCCC1,0,8,4,0.5,2,-1,-6,i,-4,-9
COc1ccc(Cl)cc1NC(=O)CN(C)C(=O)c1ccc(OCc2ccccc2)c(OC)c1,-1,-12,8,1.6,-1,-2,-4,i,-3,-12
Cc1c(C)n(C)c2ccc(C(=O)NCc3cccs3)cc12,-3,34,-34,0.3,3,9,-4,i,5,-9
Cc1ccc(S(=O)(=O)CCC(=O)Nc2ccccc2N2CCCC2)cc1,1,2,9,1.0,-2,-2,0,i,-9,-7

# Copied from the list.
# DNMT1 inh, Cc1ccc2c(C)c(C(=O)N(Cc3ccc(F)cc3)C3CCS(=O)(=O)C3)oc2c1 (stereo not drawn) : -2
# SKN-1 inh, O=C(NS(=O)(=O)N1CCOCC1)C1=C(N2CCCC2)COC1=O : 15

# The list continues:
SMILES,STEP block,SKN-1 inh,NRP1-CendR mod,LMPTP block,SUMO1 PPI mod,MT1-MMP act inh,DNMT1 inh,Rpn11 block,NadD block,Scp-1 inhibitor
CC(C)(CNC(=O)c1cc2ccccc2o1)N1CCOCC1,-1,1,0,-1.8,4,-4,1,i,-1,12
CNC(=O)C(NC(=O)Nc1ccc(C)cc1)C(C)(C)C (stereo not drawn),0,1,-2,0.1,3,1,13,i,-4,-1
CCc1ccc(OCc2nnc(SCC(=O)N3CCOCC3)o2)cc1,-1,1,1,-2.4,0,2,-1,i,-2,-3
COc1cccc(-n2sc3c(c2=S)-c2cc(OC)ccc2NC3(C)C)c1,2,-5,6,3.6,-3,-6,-17,i,3,-5
CCN(CC)S(=O)(=O)c1cccc(NC(=O)COC(=O)c2cncc(Br)c2)c1,0,14,-6,0.0,2,4,-10,i,3,-12
CN(CC(=O)Nc1c(Cl)cccc1Cl)C(=O)c1sccc1-c1ccccc1,0,30,1,-0.2,3,-3,-2,i,-6,-7
COc1ccc(C2=Nc3ccccc3N(C(=O)c3ccc4c(c3)OCO4)C2C(=O)Nc2c(C)cccc2C)cc1 (stereo not drawn),·,1,-14,1.8,-19,-5,·,·,·,·
CCOc1cccc2cc(-c3cn4cc(C)ccc4n3)c(=O)oc12,-1,26,3,19,-20,-4,70*,i,9,-1
COC(=O)c1c(C)c2c(C)cc3ccccn3c-2c1C(=O)OC,-5,3,35*,-0.5,-7,-27,-3,i,3,-9
O=C1c2cccnc2C(=O)N1Cc1ccco1,-5,-2,8,-0.6,-3,0,4,i,18,2
C[C@H](c1ccccc1)N1C[C@H](COCc2ccccc2)Oc2cc(N3CCC[C@H]3CO)ccc2S1(=O)=O,·,-2,-15,0.7,5,-9,·,·,2,·
Cc1ccc(S(=O)(=O)NC(CC(C)C)C(=O)N2CCC(C)CC2)cc1 (stereo not drawn),0,-4,9,-0.2,-2,-2,0,i,3,-9
Cc1ccc2c(cnn2C(=O)CCC(=O)NCc2cccc(Cl)c2)c1,11,1,0,-0.9,-3,0,-1,i,-1,-9
O=C(COC(=O)Cc1cccs1)Nc1cc(S(=O)(=O)N2CCOCC2)ccc1Cl,-2,1,17,-0.4,5,1,3,i,-6,-8
C=CCc1ccc(OCCCNC2CCCC2)c(OC)c1,-2,26,-3,-1.8,5,1,4,i,-11,-13
CCOC(=O)N1CCN(C(=O)c2ccc(NS(=O)(=O)c3ccc(C)cc3)cc2)CC1,-2,2,12,-1.4,2,0,4,i,0,-22
COc1ccc(C(CNC(=O)c2ccc(OCc3cscn3)cc2)N2CCCC2)cc1 (stereo not drawn),0,13,0,0.1,-1,11,3,i,-3,·
COc1cccc(CNC23CC4CC(CC(C4)C2)C3)c1OCc1ccccc1,-4,-2,-1,1.4,-4,0,3,i,-6,1
Cc1ccccc1C(=O)NC(C)C(c1cccs1)N1CCOCC1 (stereo not drawn),-1,9,5,-0.9,-3,0,6,i,-2,-5
Nc1cc(-c2ccc(Br)cc2)nn1S(=O)(=O)c1cccc2nsnc12,1,11,0,3.5,-29,-2,-12,i,-1,-26
CC(=O)C1=C(O)C(=O)N(c2ccc(O)cc2)C1c1ccc(F)cc1 (stereo not drawn),0,6,1,-2.3,-4,3,1,i,2,-1
CCc1ccccc1NC(=O)C1CCCN(c2ncccn2)C1 (stereo not drawn),-4,-1,9,0.2,6,-1,1,i,-4,-1
CC(=O)Nc1ccc(NC(=O)C(C)OC(=O)CCCN2C(=O)c3cccc4cccc(c34)C2=O)cc1 (stereo not drawn),0,-2,8,0.3,-31,0,1,i,-4,-1
O=S(=O)(Nc1ccc(N2CCOCC2)cc1)c1c(F)cc(F)cc1Br,-2,21,1,1.0,5,0,-11,i,11,-2
CCOc1ccc(NC(=O)C(=O)NCCCn2ccnc2)cc1,-1,0,3,-0.4,-2,0,4,i,0,-4
Cc1cc(C)n2c(Nc3ccc4c(c3)OCCO4)c(-c3ccccn3)nc2n1,·,7,21*,2.9,1,9,·,·,1,·
CN1C(=O)C(CC(=O)Nc2ccc(F)cc2)N(NC(=O)c2cccc(F)c2)C1=S (stereo not drawn),-1,7,-1,-2.1,3,0,0,i,1,8
O=C(COC(=O)Cc1cccc(C(F)(F)F)c1)NC1CC1,-4,6,2,-0.4,3,4,0,i,-2,-9
COc1ccc(OCC(=O)Nc2ccc(NC(=O)c3ccccc3Cl)c(OC)c2)cc1,-1,4,5,1.3,3,4,-5,i,-13,-13
COc1ccc(NC(C)C(=O)Nc2ccc(C(C)(C)C)cc2)cc1Cl (stereo not drawn),-1,27,4,3.9,3,3,-7,i,-2,-5
CCOC(=O)N1CCN(c2ncnc3c2[nH]c2ccc(F)cc23)CC1,3,9,7,1.5,6,0,-1,i,-3,-7
COc1cc(O)c(C(CCN2CCCC2)c2cc(OC)c(OC)c(OC)c2)c(OC)c1 (stereo not drawn),2,0,-5,0.7,2,-3,-4,i,-6,-6
CC(C)[C@H](NC(=O)OCc1ccccc1)C(=O)OCC(=O)N1CCCCC1,0,16,-4,-1.2,-4,-1,-6,i,-3,-7
OCC1OC(n2cnc3c(SCc4ccccc4)ncnc32)C(O)C1O (stereo not drawn),-1,20,1,0.1,0,-1,5,i,0,0
Cc1cc2nc(-c3ccccc3)c(CC(C)(C)C)n2c(C)c1Br,0,-4,-2,1.9,4,-1,15,i,7,·
COc1cc(C(C)=O)ccc1OCCCOc1cccc2cccnc12,0,1,-6,1.5,-11,1,-2,i,-1,10
O=C(NCCC1=CCCCC1)C1CCN(S(=O)(=O)N2CCCC2)CC1,-4,-2,0,0.7,2,0,-1,i,-1,-8
CSc1nnc(-c2sc(-c3ccccc3)nc2C)n1C,0,13,-3,-0.8,-13,-1,-1,i,-3,-1
COc1cc(/C=C2\SC(=S)N(NC(=O)c3cccc(O)c3)C2=O)ccc1O,-2,18,-213,3.6,6,-34,0,·,-4,-22
O=c1cc(-c2ccc(O)cc2)oc2c(C3OCC(O)C(O)C3O)c(O)c(C3OC(CO)C(O)C(O)C3O)c(O)c12 (stereo not drawn),-1,17,10,0.4,2,9,1,i,-5,10
O=c1c2[nH]c3ccccc3c2ncn1CCCn1ccnc1,-2,16,3,0.3,2,3,2,i,-2,-5
CCOc1ccc(/C(=N\O)C(C)NO)cc1 (stereo not drawn),0,-15,7,-0.5,-1,4,2,i,-2,0

# Single records, as listed above.
# Record of O=c1cc(-c2ccc(O)cc2)oc2c(C3OCC(O)C(O)C3O)c(O)c(C3OC(CO)C(O)C(O)C3O)c(O)c12 (stereo not drawn) → STEP block = -1; SKN-1 inh = 17; NRP1-CendR mod = 10; LMPTP block = 0.4; SUMO1 PPI mod = 2; MT1-MMP act inh = 9; DNMT1 inh = 1; Rpn11 block = i; NadD block = -5; Scp-1 inhibitor = 10
# Record of CCOC(=O)N1CCN(c2ncnc3c2[nH]c2ccc(F)cc23)CC1 → STEP block = 3; SKN-1 inh = 9; NRP1-CendR mod = 7; LMPTP block = 1.5; SUMO1 PPI mod = 6; MT1-MMP act inh = 0; DNMT1 inh = -1; Rpn11 block = i; NadD block = -3; Scp-1 inhibitor = -7
